Bioassay records deposited in PubChem BioAssay by National Center for Advancing Translational Sciences (NCATS).
FUS yeast rescue: rescues growth of FUS-expressing yeast | S. cerevisiae FUS-expressing, growth rescue, OD600, 24 h | Potency, µM (highest dose often 76.6 µM), for inactives: top-dose growth rescue (activation), usual class: activators | AID 1347120 | 0.24% of 390,000 active;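 further: potency means the concentration at half of the fitted maximal effect; plate controls were DMSO vehicle for no effect and reference control for full effect; nearly all actives have a fitted effect of over 55% in size; some results filed as inactive show a strong effect at the top dose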
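Yeast FUS proteinopathy model; galactose-induced FUS (2%), starting OD 0.005. Cpds in dilution series, 24hr, 30C, 99% humidity. Abs 600 nm growth. Pos ctrl CP55940 (top 92uM final); neg ctrl DMSO.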
GLP1R ag: activates the human GLP-1 receptor; P43220; HEK293 GLP-1R CRE-luciferase, luminescence, 4-6 h; cells express a hypersensitive GLP-1R form; Potency, µM (highest dose often 45.6 µM), for inactives: at the top dose activation, usual class: activators; 0.007% of 380,000 active; AID 624172; further: potency means the concentration at half of the fitted maximal effect; % of control where 0% means no effect
Target sequence (P43220 whole entry, looked up): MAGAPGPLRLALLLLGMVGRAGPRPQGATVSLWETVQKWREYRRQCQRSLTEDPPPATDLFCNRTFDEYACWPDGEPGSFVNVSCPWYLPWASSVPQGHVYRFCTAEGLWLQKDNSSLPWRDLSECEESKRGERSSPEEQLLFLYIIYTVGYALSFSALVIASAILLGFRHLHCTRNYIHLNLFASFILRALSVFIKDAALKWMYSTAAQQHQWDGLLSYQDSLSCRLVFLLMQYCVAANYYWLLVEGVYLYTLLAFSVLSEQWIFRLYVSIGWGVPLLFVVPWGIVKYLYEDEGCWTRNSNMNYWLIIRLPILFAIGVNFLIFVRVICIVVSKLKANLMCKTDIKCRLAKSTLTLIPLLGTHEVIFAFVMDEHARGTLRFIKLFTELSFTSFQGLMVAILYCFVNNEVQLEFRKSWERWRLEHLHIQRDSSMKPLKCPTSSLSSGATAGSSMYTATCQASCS
DRD3 antagonist: blocks the human D3 dopamine receptor; D3R cells, DiscoveRx beta-arrestin luminescence, antagonist mode; stronger effect = lower value; max response, negative = inhibition, %; 2.5% of 360,000 active; AID 652054; in the data active means max response below about -50%; inconclusive means no clear call, values can overlap the other calls; further: on the % scale 0 is the no-effect control and ±100 the full control effect; mostly tested at two doses, the higher about 12 µM
Target sequence (P35462 whole entry, looked up): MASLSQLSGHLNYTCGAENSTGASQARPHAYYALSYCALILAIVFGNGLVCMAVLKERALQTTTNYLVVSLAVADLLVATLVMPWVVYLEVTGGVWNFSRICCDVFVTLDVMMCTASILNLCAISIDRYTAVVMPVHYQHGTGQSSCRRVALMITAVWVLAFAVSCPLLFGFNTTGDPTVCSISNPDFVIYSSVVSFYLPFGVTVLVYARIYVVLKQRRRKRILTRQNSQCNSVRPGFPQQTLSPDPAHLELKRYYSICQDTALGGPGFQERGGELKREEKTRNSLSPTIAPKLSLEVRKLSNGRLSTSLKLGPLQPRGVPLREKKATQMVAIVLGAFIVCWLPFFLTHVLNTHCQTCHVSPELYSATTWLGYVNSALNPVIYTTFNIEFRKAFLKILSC
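Cells expressing the human receptor were seeded at 1500 cells/well, incubated overnight at 37 degrees C in 5% CO2, then exposed to library compounds with dopamine controls for 90 minutes at 37 degrees C before luminescent detection.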
GLP-1R inv ag: acts as inverse agonist at human GLP-1 receptor; 1.6% of 410,000 active; Potency, µM (doses to about 38.3 µM), for the others: at the highest dose activity change, negative = inhibition, usual class: inhibitors; P43220; HEK293 GLP-1R CRE-luciferase, luminescence, 24 h; GLP-1R form is constitutively active; further: potency means the concentration at half of the fitted maximal effect; on the % scale 0 is the no-effect control and ±100 the full control effect; nearly all actives have a fitted effect of over 55% in size
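qHTS in 1536-well format: reporter HEK293 cells expressing constitutive GLP-1R activity in DMEM + 10% Nu serum, 24 hr with compounds at 37 deg C, luminescence read after 12 min with detection reagent.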
Abeta rescue: compounds reversing amyloid beta toxicity in yeast; Potency, µM (doses to about 46.1 µM), for the others: top-dose growth rescue, most hits filed as activators; yeast expressing A-beta42, growth rescue, OD600, 48 h; response scale: 0% DMSO, 100% iron-clioquinol control; 0.063% of 410,000 active; further: potency means the concentration at half of the fitted maximal effect; nearly all actives have a fitted effect of over 55% in size
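Yeast growth medium received pinned compounds, then yeast cells expressing toxic A-beta were added; plates incubated at 30 C for 48 hr. Growth read as absorbance at 600 nm, normalized to DMSO and equimolar FeCl3 plus clioquinol controls.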
pAkt inh: blocks phosphorylation of Akt | Neuro2A IGF-stimulated pAkt S473 HTRF, 20 min; stronger effect = lower value | activity change, % for hits at 50 µM | 0.32% of 360,000 active | AID 651550; in the data active means activity change below about -80%; inconclusive means mostly about -51% to -80%; further: on the % scale 0 is the no-effect control and ±100 the full control effect
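Neuro2A cells in DMEM with 0.5% FBS, overnight at 37 deg C, given compound at single 50 µM final, then IGF (6 nM final) for 20 min at 37 deg C. Lysed; phospho-Akt Ser473 by HTRF after 24 h, 665/615 ratio.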
PTHR1 agonist: agonists of human PTHR1 parathyroid hormone receptor | Q03431 | HEK293 GP2 PTHR1 cells, GloSensor cAMP luminescence, 1 h | Potency, µM (top dose mostly 115 µM), inactives show top-dose activation, actives largely listed as activators | 0.075% of 410,000 active | AID 743266; further: potency means the concentration at half of the fitted maximal effect; nearly all actives have a fitted effect of over 55% in size; some results filed as inactive show a strong effect at the top dose; inactives centre near -15; many of its hits are not listed in these tables
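HEK-293-derived GP2 cells expressing PTHR1 and a GloSensor cAMP reporter, 3,000/well, plated overnight, given luciferin plus IBMX (each 0.5 mM as added) for 1 h at 37 °C, then compound for 1 h at 37 °C. Luminescence was read after 15 min at room temperature.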
aSyn yeast inh: rescues yeast growth from alpha-synuclein toxicity | 0.14% of 370,000 active | Yeast expressing alpha-synuclein, growth rescue, BacTiter-Glo, 24 h | Potency, µM (top dose mostly 46.1 µM), inactives show at the top dose growth rescue (activation), most hits filed as activators; further: potency means the concentration at half of the fitted maximal effect; % of control where 0% means no effect; nearly all actives have a fitted effect of over 65% in size
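Galactose-induced alpha-syn yeast (OD600=0.02, raffinose-pregrown) + pinned cpd, 24 hr, 30 deg C; growth by BacTiter-Glo luminescence. Growth restoration scores as activation.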
TDP-43 yeast inh: inhibitors of TDP-43 toxicity in yeast; TDP-43 expressing yeast growth rescue, BacTiter-Glo, 24 h; Potency, µM (series often up to 46.1 µM), for inactives: at the highest dose growth rescue (activation), usual class: activators; 1.8% of 410,000 active; AID 652104; further: potency means the concentration at half of the fitted maximal effect; % of control where 0% means no effect; nearly all actives have a fitted effect of over 50% in size
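Growth rescue of TDP-43-toxic yeast measured as ATP luminescence (BacTiter-Glo). Cells grown to mid-log in raffinose, induced in galactose at OD600=0.02, exposed to compound 24 hr at 30 deg C.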
* = called active by the depositor; i = inactive; ? = inconclusive; / = no result given; [ ] = remark or other dose. Unless noted, the call rests on the fitted dose curve; in most records, active means well fitted curve in the direction sought with a large enough effect; inconclusive means small, poorly fitted or top-dose-only effect, or another doubt; inactive means no such curve, though single readings can be large; an effect the other way counts as inactive or inconclusive. This is a subset; rates above refer to the full screens.

SMILES | FUS yeast rescue | GLP1R ag | DRD3 antagonist | GLP-1R inv ag | Abeta rescue | pAkt inh | PTHR1 agonist | aSyn yeast inh | TDP-43 yeast inh
CCOc1ccc(NC(=O)COC(=O)CN2CCCCCC2=O)cc1 | -2% | -7% | -16 | -3% | -11% | i | i | 4% | 16%
O=C(O)c1cc(-c2ccc(C(F)(F)F)cc2)nc2n[nH]c(-c3ccccc3)c12 | -10% | / | / | 9% | -7% | / | -10% | / | 29%
CCC(C)(C)c1ccc(OCC(=O)N(C)C)c(C(C)(C)CC)c1 | ? | 9% | 18 | ? | 10% | i | -34%[inhibitor] | 15% | -17%
COc1ccc(OC)c(NC(=O)COCc2cc(-c3ccco3)on2)c1 | 27% | / | / | 5% | -16% | / | -30%[inhibitor] | / | 10%
COc1cc(C(=O)NNC(=O)c2ccc(NC(C)=O)cc2)cc(OC)c1OC | 1% | 15% | 11 | 4% | -7% | i | -16% | -5% | -20%
CCc1c(C)sc(NC(=O)CC#N)c1C#N | 10µM* | 0% | 27 | 4% | -14% | / | -6%[57.5 µM] | -2% | -2%
Cc1cc(C)nc(N(C#N)Cc2cccc3ccccc23)n1 | 9% | 13% | -3 | ? | 7% | i | i | 5% | 0%
O=C(CN1CCN(Cc2ccc3c(c2)OCO3)CC1)Nc1ccc2[nH]c(=O)[nH]c2c1 | 5% | 12% | 7 | 23% | 0% | i | -2% | -1% | 15%
CS(=O)(=O)N1CCC(Oc2ccccc2C(=O)N2CCNC(=O)C2)CC1 | 1% | 20% | 5 | 23% | 2% | i | i | -1% | -17%[1.82 µM]
COc1ccc(C(=O)NCCCNC(=O)c2ccccn2)cc1Br | 14% | 2% | -2 | 51%[activator] | 4% | i | -1% | -10% | -20%
O=C1CN(S(=O)(=O)c2ccc(Cl)cc2)c2ccccc2N1 | 3% | 9% | -4 | 0% | 17% | i | -3% | -2% | -18%[1.82 µM]
CC(C)(C)c1ccc(C(=O)N2CCC(=O)N(C(COCc3ccccc3)Cc3ccccc3)CC2)cc1 (configuration not stated) | ? | 7% | 5 | ? | -10% | i | -91%[inhibitor] | ? | 13%
CCN(CC(=O)Nc1ccc2c(c1)OCCO2)C(=O)COc1cc(C)ccc1Cl | 23% | 8% | ? | ? | 5% | i | 20% | -2% | 22%
CC(C)n1cc(-c2ccc(Cl)cc2)cc(C#N)c1=O | -7% | 7% | 6 | ? | -1% | i | i | -25% | 2%
CC(=O)OC1C(OC(C)=O)C2C(C)CC3OC(=O)C(C)C3CC2(C)C1OC(C)=O (configuration not stated) | 1% | -3% | 0 | 3% | -2% | i | i | -7% | 6%
COc1ccc(-c2oc3ccc(-c4ccc5c(c4)OCO5)cc3c2-c2ccc(OC)nc2)cc1 | -13% | -1% | -10 | -7% | -15% | i | -24% | -9% | 17%
C=CCn1c(SCC(=O)Nc2ccc(F)cc2)nc2cc(C(=O)O)ccc2c1=O | 23% | 10% | -9 | -10% | 4% | i | -9% | 2% | -12%[0.397 µM]
COc1ccc(NC(=O)CC2CCCC2)cc1S(=O)(=O)N1CCCCC1 | -6% | -2% | 6 | -7% | 27% | i | -1% | 1% | 6%
O=C(NNS(=O)(=O)c1ccccc1Cl)c1nn(-c2ccc(F)cc2)ccc1=O | -1% | 16% | 0 | 5% | 17% | i | i | -3% | -20%
CCc1ccccc1NC(=O)C(=O)NCCc1sc(-c2cccc(F)c2)nc1C | -19% | / | / | -6% | 11% | / | -22% | / | 0%
O=C(c1cccc2ccccc12)N1CCN=C1SCc1ccc([N+](=O)[O-])cc1 | -1% | 0% | -25 | 10% | -3% | i | -82%[inhibitor] | 1% | -4%
O=S(=O)(Nc1cccc(-c2cn3cccnc3n2)c1)c1ccc(F)cc1 | / | 2% | 1 | -16% | 2% | i | -91%[inhibitor] | -1% | -1%
O=c1[nH]c2ccccc2c2oc(CCl)nc12 | 18% | 0% | -17 | 8% | -15% | i | -23% | 16% | 6%
CCN(CC)C(=O)Cn1c(=O)n(-c2ccc(Cl)c(Cl)c2)c(=O)c2c(C)c(C(=O)N(CC)CC)sc21 | ? | / | / | -24% | 11% | / | -20% | / | 0%
Cc1ccc(S(=O)(=O)/N=C(/c2ccc(F)cc2)N2CCOCC2)cc1 | 9% | -8% | -4 | 9% | 9% | i | i | -1% | -2%
Cc1cccc(CNC(=O)C2CCCN(S(=O)(=O)c3cn(C)cn3)C2)c1 (configuration not stated) | 22% | / | / | 2% | -8% | / | i | / | 18%
CCc1ccc(N2C(=O)CN(Cc3cc(OC)c(OC)c(OC)c3)C2=S)cc1 | / | 0% | 102 | -36% | 0% | i | -24% | -1% | ?
CCC(C)(C)NC(=O)C(c1ccc(OC)cc1)N(C(=O)CCC(=O)Nc1cc(C)on1)c1cccc(F)c1 (configuration not stated) | 58% | 6% | 4 | 5% | -15% | i | 17% | 8% | -16%
O=C(Nc1ccc2c(c1)OCCO2)C1c2ccccc2C(=O)N2CCc3ccccc3C12 (configuration not stated) | -15% | 5% | ? | 8% | 2% | i | i | -6% | 19%
COc1ccc(C(=O)NCCCN2CCOCC2)cc1S(=O)(=O)N1CCCc2ccccc21 | 12% | 8% | -7 | 13% | -3% | i | i | -1% | 16%[9.22 µM]

6 compounds picked at random from those above:
SMILES | FUS yeast rescue | GLP1R ag | DRD3 antagonist | GLP-1R inv ag | Abeta rescue | pAkt inh | PTHR1 agonist | aSyn yeast inh | TDP-43 yeast inh
Cc1cccc(CNC(=O)C2CCCN(S(=O)(=O)c3cn(C)cn3)C2)c1 (configuration not stated) | 22% | / | / | 2% | -8% | / | i | / | 18%
CCc1ccc(N2C(=O)CN(Cc3cc(OC)c(OC)c(OC)c3)C2=S)cc1 | / | 0% | 102 | -36% | 0% | i | -24% | -1% | ?
O=C(NNS(=O)(=O)c1ccccc1Cl)c1nn(-c2ccc(F)cc2)ccc1=O | -1% | 16% | 0 | 5% | 17% | i | i | -3% | -20%
COc1ccc(C(=O)NCCCN2CCOCC2)cc1S(=O)(=O)N1CCCc2ccccc21 | 12% | 8% | -7 | 13% | -3% | i | i | -1% | 16%[9.22 µM]
CCc1ccccc1NC(=O)C(=O)NCCc1sc(-c2cccc(F)c2)nc1C | -19% | / | / | -6% | 11% | / | -22% | / | 0%
O=C(c1cccc2ccccc12)N1CCN=C1SCc1ccc([N+](=O)[O-])cc1 | -1% | 0% | -25 | 10% | -3% | i | -82%[inhibitor] | 1% | -4%

(list continues)
SMILES | FUS yeast rescue | GLP1R ag | DRD3 antagonist | GLP-1R inv ag | Abeta rescue | pAkt inh | PTHR1 agonist | aSyn yeast inh | TDP-43 yeast inh
CC[n+]1c(/C=C2\C=C(C)CC(C)(C)C2)sc2ccccc21 | 54% | 0% | -25 | ? | 11% | i | 10%[57.5 µM] | 2% | -19%
Cc1noc(NS(=O)(=O)c2ccc(NC(=O)c3nn(-c4ccc(F)cc4)ccc3=O)cc2)c1C | 23% | -5% | -2 | 10% | 4% | i | -25% | -1% | -12%
CC(C)CC1Nc2ccc(C(=O)NCCCN3CCOCC3)cc2NC1=O (configuration not stated) | 15% | 8% | -22 | 15% | 10% | i | i | -2% | -3%
CN(C(=O)CC(NC(=O)c1ccccc1)(c1ccccc1)c1ccccc1)c1ccccc1 | 5% | 6% | ? | 13µM* | -12% | i | -8% | 1% | 5%
CC1(C(=O)NS(=O)(=O)c2cccc(F)c2)CCN1C(=O)CC1CCCCC1 (configuration not stated) | -17% | 0% | 14 | 25% | -10% | i | i | -4% | 15%
CN(C)C=NC(=O)c1cc(C(=O)c2ccccc2Cl)c[nH]1 | 15% | 4% | -6 | 0% | -9% | i | i | -23% | 0%
O=C(CSc1nc(=O)n(Cc2cccnc2)c2c1CCC2)Nc1cccc(Cl)c1 | 15% | / | / | 13% | -8% | / | -20% | / | 8%
Cc1csc(NC(=O)C2CCN(S(=O)(=O)c3ccc4c(c3)oc(=O)n4C)CC2)n1 | 9% | 5% | 17 | 14% | 4% | i | -24% | 6% | 3%
N/C(=N\OC(=O)c1ccc(Cl)cc1)c1cccnc1 | 2% | 4% | 25 | 15% | 2% | i | i | 5% | ?
COc1ccc(NC(=O)CN(C)CC(=O)Nc2sc3c(c2C(N)=O)CCC3)cc1 | ? | 2% | -14 | 7% | -3% | i | -27% | -4% | -3%
COc1ccc(CN(C)C(=O)c2cccc(Oc3ccccc3)c2)c(OC)c1OC | ? | ? | 0 | ? | -12% | i | -29% | -2% | 20%
CC(C)C(=O)Nc1cccc(NC(=S)NC(=O)c2ccc([N+](=O)[O-])cc2)c1 | 20% | -3% | ? | 38%[activator] | 6% | i | -3%[57.5 µM] | 0% | 10%
COC(=O)c1sc2ncccc2c1OCc1ccccc1Cl | -2% | 14% | 23 | 48%[activator] | 14% | i | -6% | 6% | ?
CC[C@H](C)Cc1cn([C@@H](CCCN=C(NC(=O)OC(C)(C)C)NC(=O)OC(C)(C)C)C(=O)NCCCCCCCCCCC(=O)N2CCN(C(=O)OC(C)(C)C)CC2)nn1 | ? | -14% | 26 | 8% | 20% | i | -92%[inhibitor] | -17% | ?
O=C(NNC(=O)c1cccnc1)Nc1cccc2ccccc12 | 11% | 8% | 1 | -5% | -9% | i | -7%[57.5 µM] | -9% | -13%
